Compound activity deposited in PubChem BioAssay by National Center for Advancing Translational Sciences (NCATS).
TDP1 block – qHTS Assay for Inhibitors of Tyrosyl-DNA Phosphodiesterase (TDP1) | recombinant TDP1, AlphaScreen DNA substrate cleavage | Potency, µM (top dose mostly 130 µM), inactives show top-dose activity change, negative = inhibition, usual class: inhibitors | 350,000 tested, 0.28% active | AID 485290, 2010; further: nearly all actives have a fitted effect of over 40% in size
Target sequence (Q9NUW8 whole entry, looked up): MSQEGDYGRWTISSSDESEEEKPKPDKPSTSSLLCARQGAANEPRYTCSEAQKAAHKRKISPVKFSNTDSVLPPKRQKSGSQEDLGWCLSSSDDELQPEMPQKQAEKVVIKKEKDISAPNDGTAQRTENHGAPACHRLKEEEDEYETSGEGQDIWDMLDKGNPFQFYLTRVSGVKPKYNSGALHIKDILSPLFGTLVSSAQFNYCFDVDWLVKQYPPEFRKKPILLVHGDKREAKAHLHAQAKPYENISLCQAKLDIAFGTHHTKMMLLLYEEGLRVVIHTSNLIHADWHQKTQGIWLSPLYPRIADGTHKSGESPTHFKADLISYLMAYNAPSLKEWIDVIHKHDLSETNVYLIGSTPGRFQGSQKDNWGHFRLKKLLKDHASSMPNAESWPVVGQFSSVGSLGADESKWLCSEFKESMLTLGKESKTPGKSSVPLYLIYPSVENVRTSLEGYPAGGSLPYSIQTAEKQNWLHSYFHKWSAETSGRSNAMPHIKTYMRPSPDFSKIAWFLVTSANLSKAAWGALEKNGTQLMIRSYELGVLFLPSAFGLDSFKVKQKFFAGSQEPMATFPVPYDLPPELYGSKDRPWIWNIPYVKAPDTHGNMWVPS
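Recombinant E. coli-expressed Tdp1 (1 nM) preincubated with compound 15 min at RT, then 5'-biotin/3'-phosphotyrosine-FITC DNA substrate (15 nM) added for 5 min. AlphaScreen beads (10 ug/ml) added, 10 min RT; tyrosine-FITC cleavage read as signal loss.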
DT40 TDP1 no CPT – qHTS for Inhibitors of human tyrosyl-DNA phosphodiesterase 1 (TDP1): qHTS in cells in absence of CPT; AID 686978, 2013; DT40 Tdp1-/- hTDP1 cells, no CPT, ATP luminescence, 48 h; 420,000 tested, 15% active; Potency, µM (top dose mostly 46.2 µM), inactives show at the top dose activity change, negative = growth inhibition, most hits filed as inhibitors; further: nearly all actives have a fitted effect of over 55% in size
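Luminescent ATP content (CellTiter-Glo) served as the growth readout. Knockout chicken DT40 cells expressing human TDP1 were exposed to compounds without camptothecin for a minimum 48 hr at 37 °C.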
N370S GC – qHTS Assay for Inhibitors and Activators of N370S glucocerebrosidase as a Potential Chaperone Treatment of Gaucher Disease. 330,000 tested, 0.092% active. Potency, µM (titrated, usually from 59.4 µM), for the others: at the top dose activity change, negative = inhibition, usual class: inhibitors. N370S GC spleen homogenate, 4MU-glucoside fluorescence. AID 2101, 2009. Lysosomal acid glucosylceramidase (Homo sapiens), P04062;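 further: 0% = full enzyme activity and -100% = no enzyme basal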
* hit, by the source's call; ? = inconclusive; / = not tested or not shown; [ ] = remark or other dose. The call rests on the fitted dose curve; in most records, active means well fitted curve in the direction sought with a large enough effect; inconclusive means small, poorly fitted or top-dose-only effect, or another doubt; inactive means no such curve, though single readings can be large; an effect the other way counts as inactive or inconclusive. Unless noted, on the % scale 0 is the no-effect control and ±100 the full control effect; potency means the concentration at half of the fitted maximal effect. These rows are one share of the data; count on the stated rates, not on these rows.

SMILES | TDP1 block | DT40 TDP1 no CPT | N370S GC
Cc1ccccc1NC(=O)Cc1nnc(SCC(=O)N2CCOCC2)n1C | 1% | -6% | -4%
Cc1ccccc1C(=O)N1CCC(C(=O)N(C)CCOc2ccccc2)CC1 | 3% | ? | 0%
O=c1c(-c2cccs2)nc2cnc(N3CCNCC3)nc2n1Cc1cccs1 | / | 13µM* | -20%
CN1C(=O)c2ccccc2NC(=O)[C@]12O[C@@H]2c1cccc(O)c1 | / | -12% | -4%
COc1ccc(-c2sc(NC(=O)c3ccc(C)cc3)nc2-c2ccc([N+](=O)[O-])cc2)cc1 | 3% | ? | /
COc1cc(/C=N/n2cnnc2)ccc1OCCSc1ccc(C)cc1 | 4% | ? | -3%
CC(C)(C)C(=O)Nc1scc(-c2ccc(-c3ccccc3)cc2)c1C(=O)O | / | ? | -2%
CCOc1ccc(NC(=O)CN2CCN(CC(=O)c3ccc(OC)c(OC)c3)CC2)cc1 | 5% | ? | -3%
Cc1occc1-c1nnc(SCC(N)=O)n1Cc1ccccc1 | 4% | 2% | -3%
CCCCCCNC(=O)CCc1nc2cccnc2n1Cc1ccc(OC)cc1 | / | ? | -6%
Cc1ccc2nc(C)c(C(=O)N/N=C/c3ccccc3[N+](=O)[O-])cc2c1 | -1% | ? | 0%
CC(=O)OC1CC2(C)/C(=N\O)CCC2C2CCc3cc(O)ccc3C12 (stereo not given) | / | 3% | 0%
O=S1(=O)C2CC3OC2(CC3c2ccc(F)cc2)CN1Cc1ccc(Cl)cc1 (stereo not given) | 4% | / | 2%
CCN1CCC(N(Cc2ccc(F)cc2)C(=O)Nc2cccc(C(F)(F)F)c2)CC1 | -1% | 16µM* | /
O=C(/C=C/c1ccccc1Cl)NCCc1ccccc1 | 2% | -23% | -4%
CCOC(=O)C1CCN(C(=O)c2ccccc2NS(=O)(=O)c2ccc(F)c(F)c2)CC1 | 2% | ? | 1%
Cc1ccc(NC(=S)NCc2cccs2)cc1 | 1% | ? | 10%
COC(=O)c1cccc(NC(=S)N2CCCCC2)c1 | -5% | 17% | 23%
CCN(CC)CCCN(C(=O)c1cccs1)c1nc(-c2ccc(OC)cc2)cs1 | 4% | 21µM* | -27%
COc1ccc(NC(=O)CSCC(=O)N=c2sccn2C)cc1 | 1% | -6% | 0%
CCO[C@@H]1c2c(ccc3ccc(=O)oc23)OC(C)(C)[C@@H]1O | 1% | -7% | /
CCOC(=O)C(C)Oc1ccc(NC(=O)C(Cl)(Cl)Cl)cc1 (stereo not given) | / | -19% | -3%
COc1ccc(CCNC(=O)C2CCN(S(=O)(=O)N3CCCCCC3)CC2)cc1OC | 0% | -10% | 2%
CC(C)c1ccc(C2C3=C(COC3=O)Nc3cc4c(cc32)OCO4)cc1 (stereo not given) | 3% | 0.92µM* | 15%
CC(C)(OC1OC(CO)C(O)C(O)C1O)[C@H]1Oc2ccc3ccc(=O)oc3c2[C@H]1O (stereo not given in full) | 4% | -16% | 4%
New compounds follow.
SMILES | TDP1 block | DT40 TDP1 no CPT | N370S GC
CCOC(=O)c1c(C)nc2c(c1-c1ccccc1)C(=O)c1ccccc1-2 | 4% | ? | 9%
Cc1ccc(Cn2c(=O)c3ccccc3n3c(-c4ccccc4)nnc23)cc1 | 9% | ? | /
COc1cc(C2C(C(=O)c3sc(C)nc3C)=C(O)C(=O)N2CCN(C)C)cc(OC)c1OC (stereo not given) | 3% | 9% | 4%
O=C(Cc1ccc(F)cc1)N1CCC(CC2CC(c3ccc(Cl)cc3)=NO2)(C(=O)NCC2CCCCC2)CC1 (stereo not given) | / | ? | -1%
Cc1ccc(NC2CCCN(C(=O)C3CCCCC3)C2)cc1C (stereo not given) | 9% | ? | 20%
O=C(CSc1ccccn1)N1CCN(c2ncc(C(F)(F)F)cc2Cl)CC1 | 4% | 16µM* | 11%
CC(=O)Oc1cccc(C(=O)Nc2ccc3c(c2)C(=O)N(CC2CCCO2)C3=O)c1 (stereo not given) | -1% | -18% | -2%
Cc1cccc(N(C(=O)c2snc(C(N)=O)c2N)C(C(=O)NCC2CCCO2)c2ccc(N(C)C)cc2)c1C (stereo not given) | 14% | ? | -7%
O=C(CN1C(=O)/C(=C/c2ccccc2Cl)SC1=S)NC1CCS(=O)(=O)C1 (stereo not given) | 4% | -6% | 1%
Cc1ccc(CNC(=O)C2CCCN(S(C)(=O)=O)C2)cc1 (stereo not given) | 5% | -10% | 3%
CC1(C(=O)NC2CCCCCCC2)CCC(=O)N1Cc1cccnc1 (stereo not given) | 1% | -26% | 6%
COc1ccc(/C=C/c2ccc3c(Br)ccc(O)c3n2)cc1 | / | 21µM* | 1%
CC(C(=O)Nc1cccnc1)N1C(=O)C2C3C=CC(C3)C2C1=O (stereo not given) | 7% | -26% | -2%
Cc1noc(C(=O)N2CCN(c3ccc(F)cc3)CC2)c1Cl | 3% | -16% | 4%
CCOc1ccccc1NC(=O)C(OC(=O)c1cc(C)oc1C)c1ccccc1 (stereo not given) | 5% | 18µM* | ?
COc1cccc(CNC(=O)Cc2csc3nc(-c4ccccc4)cn23)c1 | 5% | ? | /
COC(=O)Cn1c(=N)n(CCN2CCCCC2)c2ccccc21 | 7% | 2% | 6%
CC1CCC2(CC1)NC(=O)N(NC(=O)C1CCN(C(=O)c3ccc(Cl)cc3)CC1)C2=O (stereo not given) | 1% | ? | -2%
C/C=C1\NC(=O)[C@H](C)NC(=O)[C@@H](NC(=O)[C@@H](Cc2ccc(O)cc2)NC(=O)[C@@H](NC(=O)/C(C)=C/C)C(C)C)[C@@H](C)OC(=O)[C@H](CCCCc2ccc(O)cc2)NC(=O)[C@@H](CCC(=O)O)NC1=O | -2% | 0% | /
O=C(Nc1ccn(CC(=O)N2CCN(c3ccccn3)CC2)c(=O)n1)OCc1ccccc1 | 3% | -27% | /
Nc1nc(NCC(=O)O)nc(NCc2ccccc2)c1[N+](=O)[O-] | / | -11% | -16%
O=S(=O)(Nc1ccc(-c2ccc3nncn3n2)cc1)c1cccs1 | 0% | -26% | -2%
COCC1CCN(C(=O)c2cc(COc3cc(C)c(Cl)c(C)c3)on2)C1 (stereo not given) | 2% | 3% | 2%
C=C[C@@H](C)[C@](C)(O)c1ccccc1 | 6% | / | -2%
Cc1ccc(C(CC(=O)O)NC(=O)c2ccc(S(=O)(=O)N3CC(C)OC(C)C3)cc2)cc1 (stereo not given) | 2% | -1% | /

Looked up by structure from above (3):
SMILES | TDP1 block | DT40 TDP1 no CPT | N370S GC
Nc1nc(NCC(=O)O)nc(NCc2ccccc2)c1[N+](=O)[O-] | / | -11% | -16%
COc1ccc(/C=C/c2ccc3c(Br)ccc(O)c3n2)cc1 | / | 21µM* | 1%
O=C(Cc1ccc(F)cc1)N1CCC(CC2CC(c3ccc(Cl)cc3)=NO2)(C(=O)NCC2CCCCC2)CC1 (stereo not given) | / | ? | -1%

(list continues)
SMILES | TDP1 block | DT40 TDP1 no CPT | N370S GC
NS(=O)(=O)c1ccc(CCNS(=O)(=O)c2cccc3cccnc23)cc1 | / | 2% | -8%
CCOc1ccc(NC(=O)/C(=C\c2ccc(OC(C)=O)c(OC)c2)NC(C)=O)cc1 | 0% | -4% | 0%
Cc1cc(Br)ccc1NC(=O)C(Cc1ccccc1)NS(=O)(=O)c1ccc(Br)s1 (stereo not given) | 2%[12.3 µM] | ? | /
COc1ccc(-n2c(=O)c3c4c(sc3n(Cc3cccc(F)c3)c2=O)CN(C(C)=O)CC4)c(OC)c1 | 5% | / | -19%
Cc1sc2nc(CN3CCOCC3)nc(NS(=O)(=O)c3ccc4c(c3)OCCO4)c2c1C | 3% | -13% | 6%[2.35 µM]
Cc1oc(-c2ccccc2F)nc1Cn1c(SCc2cccc(C(F)(F)F)c2)nc2ccncc21 | 0% | ? | /
CCN1CCN(C(=O)/C=C/c2ccccc2[N+](=O)[O-])CC1 | 1% | -7% | 6%
Cc1ccccc1N(CC(=O)NC1CCCC1)C(=O)c1oc(C(C)(C)C)cc1C | -8% | 14µM* | 10%
COc1ccc2[nH]cc(CCNS(=O)(=O)c3ccc(NC(C)=O)cc3)c2c1 | -3% | ? | 1%
CCOc1ccc(NC(=O)CSc2nc(-c3ccc(OC)cc3)nc3c2Cc2c(CO)cnc(C)c2O3)cc1 | -13% | -3% | /
Cc1ccc(NC(=O)c2cnn(C)c2)cc1[N+](=O)[O-] | 8% | -18% | -24%
Cc1ccc(OCCCC(=O)Nc2ccccc2C(F)(F)F)cc1 | -4% | -19% | -1%
O=C(CCN=C1NS(=O)(=O)c2ccccc21)OCC(=O)c1ccccc1Cl | / | -22% | -1%
Cc1cc(C)cc(NC(=O)CSc2nc(N)c(NC(=O)c3ccc(Br)o3)c(=O)[nH]2)c1 | 1% | 3% | -8%
O=C(Nc1nc2n(n1)C(c1ccc(F)cc1)CC(c1ccccc1)N2)c1ccco1 (stereo not given) | 5% | -16% | -5%
CCc1ccc(C2CC(=O)N(c3ccc(F)cc3)C3=C2C(=O)OC3)cc1 (stereo not given) | 9% | 16% | 10%
CC(CCc1ccco1)NC(=O)CCc1nnc2ccc(NCc3ccccc3Cl)nn12 (stereo not given) | 3% | ? | -1%
CCCC(=O)O[C@H]1C[C@@H](C)N(C(=O)c2ccccc2)c2ccc(C)cc21 | -1% | ? | 5%
O=C(COC(=O)c1ccc(Cl)c(S(=O)(=O)N2CCN(c3ccc(F)cc3)CC2)c1)Nc1cccc(Cl)c1 | 1% | -6% | 17%
Oc1ccccc1C=NC1=NN(c2cccc(C(F)(F)F)c2)CC1 | 8% | -22% | -9%
O=C(COc1ccccc1)Nc1ccc2c(c1)Cc1cc(NC(=O)COc3ccccc3)ccc1-2 | 0% | -27% | 15%
O=C(NCc1ccccc1)C1CCN(S(=O)(=O)c2cc([N+](=O)[O-])ccc2Cl)CC1 | -1% | -31% | -1%
CCCCOc1cccc(C(=O)Nc2ccc3oc(-c4cccnc4)nc3c2)c1 | 4%[12.3 µM] | ? | /
Nc1cccc2c1C(=O)N(CCOc1ccccc1F)C2=O | -9% | ? | -2%
Cc1c(NC(=O)Cn2[nH]c(=O)c3ccccc3c2=O)c(=O)n(-c2ccccc2)n1C | -7% | -3% | 0%
(further entries)
SMILES | TDP1 block | DT40 TDP1 no CPT | N370S GC
CCOc1ccc(CN2C(=O)c3ccccc3Sc3ccc(C(=O)NCc4ccc(C)cc4)cc32)cc1 | 2% | -21% | /
CCOC(=O)c1c(NC(=O)CN2C(=O)NC3(CCCCC3)C2=O)sc(C)c1-c1ccc(C)cc1 | 5% | 21µM* | 17%
O=C(O)c1ccc(NC2=Nc3cccc4cccc2c34)cc1 | / | 20% | -2%
COc1ccc(CCn2c(-c3ccco3)nc3nc4ccccc4nc32)cc1 | 9% | 10µM* | 3%
O=C(COC(=O)Cn1cnc2ccccc21)Nc1cc2c(cc1Cl)C(=O)c1ccccc1C2=O | -1% | 16µM* | -21%
O=C(CCSc1ccccc1)Nc1ccccc1C(=O)N1CCCC1 | -5% | -1% | 7%
C=CCn1c(NCc2ccc(N(C)C)cc2)nc2ccccc21 | 12% | 2% | -4%
COc1ccc(Cl)cc1NC(=O)c1ccc2c(c1)CCN2S(C)(=O)=O | 5% | ? | /
COC(=O)c1ccc2c(=O)n(CCCCCC(=O)N3CCN(c4ccccc4)CC3)c(=O)[nH]c2c1 | 2% | 10µM* | 7%
C=CCNC(=O)c1ccc(CN2CCC(Cc3ccccc3)CC2)cc1 | 1% | 0% | -27%
N#Cc1ccc(NC(=O)Nc2cccc(C#N)c2)cc1 | 6% | 6.5µM* | 1%
Cc1[nH][nH]c(=O)c1C(c1ccc(-c2ccccc2C(=O)O)o1)c1c(C)[nH][nH]c1=O | / | 2% | -3%

Shown in markdown: 6 of the compounds above
| canonical_smiles | TDP1 block | DT40 TDP1 no CPT | N370S GC |
| --- | --- | --- | --- |
| O=S1(=O)C2CC3OC2(CC3c2ccc(F)cc2)CN1Cc1ccc(Cl)cc1 (stereo not given) | 4% | / | 2% |
| O=C(COC(=O)Cn1cnc2ccccc21)Nc1cc2c(cc1Cl)C(=O)c1ccccc1C2=O | -1% | 16µM* | -21% |
| Oc1ccccc1C=NC1=NN(c2cccc(C(F)(F)F)c2)CC1 | 8% | -22% | -9% |
| Nc1cccc2c1C(=O)N(CCOc1ccccc1F)C2=O | -9% | ? | -2% |
| O=C(Nc1nc2n(n1)C(c1ccc(F)cc1)CC(c1ccccc1)N2)c1ccco1 (stereo not given) | 5% | -16% | -5% |
| Cc1ccccc1N(CC(=O)NC1CCCC1)C(=O)c1oc(C(C)(C)C)cc1C | -8% | 14µM* | 10% |
